# Screens from PubChem BioAssay.
# NCI-60 one-dose screen, 48 h, at 10 µM unless noted. Numbers give growth in % (100 = growth as untreated, 0 = no growth, -100 = all killed).
# UO-31: UO-31 renal cancer | AID 1794768 | actives 5.2% (n = 81,000)
# RXF 393: RXF 393 renal cancer cells; actives 6.9% (n = 77,000); AID 1794773
# A498: A498 renal cancer cells | AID 1794774 | actives 5.4% (n = 76,000)
# TK-10: TK-10 renal cancer cells. AID 1794769. actives 3.9% (n = 81,000)
# ACHN: ACHN renal cancer; AID 1794771; actives 4.9% (n = 81,000)
# CAKI-1: CAKI-1 renal cancer | actives 4.7% (n = 75,000)
# SN12C: SN12C renal cancer cells; actives 3.8% (n = 81,000); AID 1794767
# 786-0: 786-0 renal cancer cells | actives 5.1% (n = 81,000) | AID 1794775
# PC-3: PC-3 prostate cancer cells; AID 1794754; actives 3.9% (n = 80,000)
# Numbers without * were called inactive; x = no result given; & = joins results of further samples. The calls were made as follows: active = growth percent below 10; inactive = the rest.
SMILES,UO-31,RXF 393,A498,TK-10,ACHN,CAKI-1,SN12C,786-0,PC-3
CCOC(=O)C1=NN(c2ccccc2)C(=O)/C1=C\N1C(=S)NC(=O)/C1=C\c1cccc([N+](=O)[O-])c1,86,107,89,114,94,95,92,93,90
O=C(N[C@H]1C(O)[C@H](O)C(CO)O[C@H]1O)NS(=O)(=O)c1ccc(Br)cc1 (some centres not stated),78,95,107,113,102,95,104,117,103
CCOC(=O)CNS(=O)(=O)c1ccc(Oc2ccc(S(=O)(=O)NCC(=O)OCC)cc2)cc1,93,113,103,93,99,92,94,100,97
COC(=O)C1=C(C(=O)c2ccc(Br)cc2)C(c2ccc(C(=O)OC)cc2)C(C#N)=C(N)O1 (configuration not stated),86,121,107,84,103,97,x,104,91
O=c1c2ccccc2ncn1CCc1ccncc1,87,110,93,101,94,91,101,100,102
O=C(c1ccccc1)N(c1ccccc1)c1ccccc1O,70,104,113,106,103,99,98,94,88
COC1=CC(c2ccc[nH]2)=N/C1=C\c1[nH]c(C)c(CCCn2cc(CCCCCCCCC[C@@H]3Cc4cc(O)ccc4C4CC[C@]5(C)[C@@H](O)CC[C@H]5C43)nn2)c1C (some centres not stated),50,28,62,109,41,71,62,64,45
CCOC(=O)Cc1cnn(C)c1N1C=Nc2ccccc2S1(=O)=O,95,101,112,87,101,74,90,96,87
c1ccc2c(c1)CCC2c1ccc2ccccc2c1 (configuration not stated),70,114,111,107,94,73,x,111,83
COc1ccc(C2CC(c3cc(OC)c(OC)c(OC)c3)=NN2C(C)=O)cc1OCC(=O)Nc1nc2ccccc2s1 (configuration not stated),54,108,95,99,97,87,84,100,81
N#Cc1c2c(nc3n[nH]c(N)c13)CCCC2,72,93,121,128,101,95,105,106,109
CC(C)CC(Nc1nc(-c2ccccc2)cs1)c1cn(C)c2ccccc12 (configuration not stated),64,74,99,98,76,70,91,95,66
O=C1c2ccccc2C(=O)N1CCl,90,x,74,104,98,99,93,98,100
CCC(C)N(c1ccc(OC)cc1)c1nc(-c2ccc(Br)cc2)cs1 (configuration not stated),103,124,100,103,110,89,104,93,104
CN1CCN(CCOc2ccc(-c3cnc4c(-c5ccc(F)cc5)cnn4c3)cc2)CC1,32,49,75,75,47,46,62,60,47
Cc1[nH]n(-c2ccccc2)c(=O)c1/C=C1\SC(=S)N(C)C1=O,88,120,111,140,100,95,97,102,97
Clc1ccccc1CSc1ncnc2nc[nH]c12,85,95,73,107,106,99,89,103,93
CCc1c(Nc2ccccc2Cl)nc(N)[nH]c1=O,99,94,x,96,100,75,101,101,x
Cc1ccc(S(=O)(=O)/N=C2\NNC(C)(c3ccccc3O)N2C(Cc2c[nH]c3ccccc23)C(=O)O)cc1 (configuration not stated),88,98,95,142,93,x,96,100,90
COc1ccc(CN2CCc3c(nc(N)nc3-c3ccccc3)C2=O)c(OC)c1,60,102,78,93,76,70,84,78,78
O=c1oc2ccc(OS(=O)(=O)c3ccccc3)cc2c2c1CCCCCC2,84,x,88,109,106,99,95,87,69
O=[N+]([O-])c1ccc(NC2CCCCC2)nc1,76&90,103&126,102,101&103,98&101,96&97,108&104,103,98&105
O=C(NCCN1CCOCC1)c1cncnc1Nc1ccc2c(ccn2Cc2cccc(F)c2)c1,75,106,58,105,96,89,93,99,98
CCCCOc1nc(-c2cccnc2)nc2c1sc(=S)n2-c1ccccc1,89,106,x,108,111,100,96,99,x
Cc1cc(Cc2cc(C)c(O)c(C(=O)O)c2)cc(C(=O)O)c1O,92,116,93,109,100,97,93,102,84
# Going on with the list:
SMILES,UO-31,RXF 393,A498,TK-10,ACHN,CAKI-1,SN12C,786-0,PC-3
Nc1nn(C(=O)c2ccc[nH]c2=O)cc1-c1ccc(Cl)cc1,85,110,96,94,97,69,100,101,105
OC(c1cc(C23CC4CC(CC(C4)C2)C3)nc2c(Cl)cc(Cl)cc12)C1CCCCN1 (configuration not stated),-83*,-91*,-1.1*,-88*,-70*,-54*,-61*,-55*,-84*
COc1ccccc1/C=C/C=N/N1C(=O)NC2C1N(C)C(=S)N2C (configuration not stated),68,85,80,168,90,91,96,94,97
Cc1[nH]n(C(=O)c2ccccc2)c(=O)c1N=Nc1ccc(S(=O)(=O)N=C(N)N)cc1,96,106,95,93,94,99,101,98,97
CCS/C(Nc1ccccc1)=C(\C#N)C(=O)N/N=C/c1ccco1,87,104,77,103,105,96,98,100,99
CCC(=O)c1cc(-c2cc(C(=O)CC)[nH]n2)n[nH]1,82,101,134,104,103,88,104,108,91
CC(C)C1CC(=O)c2c(oc3cc(O)c(O)cc23)C1 (configuration not stated),58,96,104,82,94,111,98,89,93
COc1cc(/C(C#N)=C/c2nc3c(N4CCOCC4)nc(Cl)nc3n2C)cc(OC)c1OC,-1.8*,26,-28*,50,14,6.5*,15,6.4*,11
CCOC(=O)c1nn(-c2ccc(C)cc2)c(=O)c2c(N)c(C#N)c(-c3ccccc3)cc12,91,107,87,118,96,107,89,93,97
CCCCCCCCCCCCCCCC(=O)N(CCC#N)c1ccc(N(CCC#N)C(=O)CCCCCCCCCCCCCCC)cc1,92,108,122,128,98,105,112,104,95
COc1ccc(C2Cc3c(nn(-c4cccc(Cl)c4)c(=O)c3C#N)C(O)=C2[N+](=O)[O-])cc1 (configuration not stated),74,116,95,118,98,94,97,95,76
Cc1cccc(N=Nc2sc(-n3[nH]c(=O)ccc3=O)nc2C)c1,88,111,111,112,100,91,99,97,89
C#Cc1ccc(-n2c(/C=C/c3c(OC)cc(OC)cc3OC)nc3ncccc3c2=O)cc1,66,104,109,105,95,97,98,100,88
COc1ccc(CNC(=O)c2c(C)n([O-])c3cc(Cl)c(Cl)cc3[n+]2=O)cc1,50,x,100,109,100,90,105,100,x
CC(C)OC(=S)NC(=O)c1ccccc1,91,127,91,98,103,63,107,92,103
Cc1cc(Cl)ccc1Nc1nc(C(F)(F)F)ccc1C(=O)N/N=C/c1ccc(N(C)C)cc1,23,-4.9*,35,26,25,23,58,17,30
O=Cc1cccc(C(=O)O)c1O,86,104,90,92,100,98,98,100,93
O=CNc1ccc(C(=O)O)c(O)c1,110,x,145,93,104,95,104,102,105
O=C(Nc1ccc(C(=O)Nc2cc(S(=O)(=O)O)cc3cccc(S(=O)(=O)O)c23)cc1)Nc1ccc(C(=O)Nc2cc(S(=O)(=O)O)cc3cccc(S(=O)(=O)O)c23)cc1,96,102,140,126,100,275,118,113,98
COc1ccc(C2c3ccc4ccccc4c3Oc3ncn(CCCn4ccnc4)c(=N)c32)cc1OC (configuration not stated),38,73,40,53,67,61,61,68,53
ICC1COC(CI)CO1 (configuration not stated),92,102,110,87,90,104,93,106,99
CCOC(=O)c1sc(N)nc1-c1ccccc1,85,102,94,99,94,103,104,95,98
CCOC(=O)c1c[nH]c2cc(Cl)ccc2c1=O,96,x,92,x,92,92,102,99,105
COc1ccc(C2=NN(C(=O)c3cc(-c4ccc(OC)cc4)nc4ccccc34)C(c3cc(-c4ccccc4)nn3-c3ccccc3)C2)cc1 (configuration not stated),84,82,90,132,94,x,99,94,87
Cc1[nH]c(C2CC(c3ccccc3)=NN2C)c(C)c1C(=O)O (configuration not stated),84,95,55,134,97,87,104,100,97

# Ordered by SMILES length (lowest first): part of the list above.
SMILES,UO-31,RXF 393,A498,TK-10,ACHN,CAKI-1,SN12C,786-0,PC-3
O=Cc1cccc(C(=O)O)c1O,86,104,90,92,100,98,98,100,93
C#Cc1ccc(-n2c(/C=C/c3c(OC)cc(OC)cc3OC)nc3ncccc3c2=O)cc1,66,104,109,105,95,97,98,100,88
CCOC(=O)c1nn(-c2ccc(C)cc2)c(=O)c2c(N)c(C#N)c(-c3ccccc3)cc12,91,107,87,118,96,107,89,93,97

# The list continues:
SMILES,UO-31,RXF 393,A498,TK-10,ACHN,CAKI-1,SN12C,786-0,PC-3
O=C(/C=C(/C=C/c1csc2ccccc12)OB(F)F)/C=C/c1csc2ccccc12,-5.1*,-28*,x,24,7.1*,10,-9.9*,-2.1*,20
O=C(COc1ccccc1)NCCO,81,116,110,113,103,100,x,91,91
Cc1cccc(NC(=O)Nc2ccc(-n3cnc4cc(-c5ccc(O)cc5)ccc43)cc2)c1,27,58,x,22,16,35,23,36,31
O=C1OCC/C1=C/OCCCCO/C=C1/CCOC1=O,100,112,x,107,105,93,103,111,95
c1ccc(N2CCN(c3nncc4ccccc34)CC2)nc1,96,108,98,105,115,109,102,104,101
Cn1ccnc1C(=O)/C=C/c1ccccc1,-34*,13,-16*,15,33,12,42,-36*,x
O=C(CCCCCCN1CC(=O)N2[C@@H](c3cccc(Cl)c3)c3[nH]c4ccccc4c3C[C@H]2C1=O)NO,60,9.1*,73,57,87,48,66,79,43
O=C(Nc1ccc(S(=O)(=O)Nc2ncccn2)cc1)c1ccc(N=Cc2c(O)[nH]c3ccccc23)cc1,56,100,91,107,90,72,80,95,93
CCN1CCN(Cc2ccc(NC(=O)c3cccc(C#Cc4cccc5[nH]nc(N)c45)c3)cc2C(F)(F)F)CC1,-92*,-92*,-64*,-94*,-81*,x,-35*,-82*,-80*
O=[N+]([O-])c1ccccc1-c1ccc(-c2nn3c(-c4ccccc4)nnc3s2)o1,56,83,65,110,80,78,80,102,48
CCN(CC)CCOC(=O)CCC(C)=O,88,107,100,109,108,86,104,105,93
Nc1ccc(/C=N/Nc2ccnc3c(O)cccc23)c2cccnc12,56,56,118,98,53,x,77,51,35
C=CCNc1ccc2c3c(cccc13)C(=O)N(c1cccc(-c3nn(-c4ccccc4)cc3-c3nc4ccccc4s3)c1)C2=O,74,109,118,114,98,89,98,102,89
COc1cccc(Br)c1NC(C)=O,89,114,90,109,110,108,102,114,106
O=C1NC(Cc2ccccc2)C(=O)O1 (configuration not stated),94,108,101,104,114,x,100,100,100
O=[N+]([O-])c1ccc(COP(=O)(O)OCc2ccc([N+](=O)[O-])cc2)cc1,91&84,108&111,107,100&105,114&106,91&86,97&100,94&109,119&94
COc1ccc(N2N=C(c3ccc4c(c3)OCCO4)CC2c2cccc(NC(=O)CCCNS(=O)(=O)c3ccc(OC)cc3)c2)cc1 (configuration not stated),83,71,90,78,96,77,x,78,70
COc1ccc(-c2nn(-c3cccc(Cl)c3)cc2-c2cc(-c3ccccc3)nc(N)n2)cc1,61,56,x,86,71,29,36,60,40
O=C(O)CCN1CCN(CCC(=O)O)CC1,x,109,92,102,105,91,103,108,99
CCOc1cc(/C=N\NC(N)=S)ccc1O,89,107,90,95,104,95,x,103,95
CN1CCN(CCCCCN=c2cc3c(=O)n(CCCCCN4CCN(C)CC4)c(=O)c4c(NCCCCCN5CCN(C)CC5)cc5c(O)n(CCCCCN6CCN(C)CC6)c(=O)c2c5c4-3)CC1,115,64,96,x,88,102,5.2*,93,13
O=C1N[C@@H](Cc2c[nH]c3ccccc23)C(=O)N(Cc2cccc(O)c2)[C@H]1Cc1ccccc1,69,108,41,96,94,90,85,103,73
CN(C)c1ncc2c(=O)[nH]cnc2n1,93,114,142,108,98,84,89,104,94
COc1ccc(C(=O)/C=C/c2c(OC)cc(OC)cc2OC)c(OC)c1,32,x,14,44,27,-1.0*,29,26,6.4*
N#CCNc1ccccc1N,65,110,104,104,x,x,104,99,x
# Next part:
SMILES,UO-31,RXF 393,A498,TK-10,ACHN,CAKI-1,SN12C,786-0,PC-3
Clc1ccc(-c2nc(Nc3ccccc3)c3cc(Br)cc(Br)c3n2)cc1,61,85,82,87,78,61,90,99,73
Nc1nc2ccc(-c3cccc(Cl)c3)cc2c(=O)n1-c1ccc(C(F)(F)F)cc1,69,84,104,104,101,110,96,101,79
O=C(Nc1ccc(Nc2nncc3ccccc23)cc1)c1ccc(Cl)cc1,79,115,99,116,112,95,100,107,92
Oc1ccc(Cl)cc1C(c1cc(Cl)ccc1O)C(Cl)(Cl)Cl,41,x,23,78,-8.0*,37,-4.5*,15,6.3*
C/C(=N/O)c1ccc(N2C(=O)c3cc(C)c(C)cc3C2=O)cc1,88,100,95,94,104,93,100,102,100
CS(=O)(=O)c1nccc(-c2c(-c3ccc(F)c(O)c3)nc3sccn23)n1,83,76,106,98,91,87,86,93,96
N[C@@H](Cc1cn(-c2ccccc2SCc2ccc(O)cc2)nn1)C(=O)O,79,115,86,109,98,88,96,109,99
COc1cccc(C(=O)CSc2nc(-c3ccc(OCc4ccccc4)c(OC)c3)c(C#N)c(=O)[nH]2)c1,83,93,95,95,100,91,86,86,103
Nc1c2c(nc3ccccc13)CCCC2,78&81,114&102,64,98&104,104&98,87,106&100,98&104,101&87
COc1ccc(NC=O)cc1,68,113,94,93,102,95,104,98,108

# In another format: entries from further up
molecule | UO-31 | RXF 393 | A498 | TK-10 | ACHN | CAKI-1 | SN12C | 786-0 | PC-3
Nc1nc2ccc(-c3cccc(Cl)c3)cc2c(=O)n1-c1ccc(C(F)(F)F)cc1 | 69 | 84 | 104 | 104 | 101 | 110 | 96 | 101 | 79
O=C(Nc1ccc(Nc2nncc3ccccc23)cc1)c1ccc(Cl)cc1 | 79 | 115 | 99 | 116 | 112 | 95 | 100 | 107 | 92
Oc1ccc(Cl)cc1C(c1cc(Cl)ccc1O)C(Cl)(Cl)Cl | 41 | x | 23 | 78 | -8.0* | 37 | -4.5* | 15 | 6.3*
C/C(=N/O)c1ccc(N2C(=O)c3cc(C)c(C)cc3C2=O)cc1 | 88 | 100 | 95 | 94 | 104 | 93 | 100 | 102 | 100
CS(=O)(=O)c1nccc(-c2c(-c3ccc(F)c(O)c3)nc3sccn23)n1 | 83 | 76 | 106 | 98 | 91 | 87 | 86 | 93 | 96
